Screening data as filed in PubChem BioAssay.
Pf growth 48h: inhibits P. falciparum growth in the first generation, 48 h | P. falciparum luciferase growth in erythrocytes, 48 h | Potency, µM (top dose mostly 28.7 µM), inactives show top-dose activity change, negative = inhibition, hits mostly inhibitors | 5.9% of 310,000 active | AID 504832; further: potency means the concentration at half of the fitted maximal effect; on the % scale 0 is the no-effect control and ±100 the full control effect
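First compound was added to culture medium, then infected red cells at 0.1% parasitemia and 2% hematocrit (final). After incubation at 37 C under 5% CO2, luciferase detection reagent was dispensed and light output recorded.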
CHX counter: affects cycloheximide protein synthesis inhibition readout, counter-screen. cell reporter, cycloheximide protein synthesis inhibition counterscreen. max response, %. 12% of 300,000 active. AID 2314; in the data active means max response mostly above about 13%, no sharp cut-off; inactive means mostly below about 14%; further: read at 38.3 µM for the half of the compounds with a filed dose; 0% is about no effect
TbPYK inhibitor: blocks Trypanosoma brucei pyruvate kinase. Q57TT1. TbPYK enzyme, Kinase-Glo Plus ATP luminescence, 45 min. Potency, µM (highest dose often 76.8 µM), inactives show top-dose activity, negative = inhibition, usual class: inhibitors. 0.12% of 410,000 active. AID 624173; further: potency means the concentration at half of the fitted maximal effect; on the % scale 0 is the no-effect control and ±100 the full control effect; nearly all actives have a fitted effect of over 50% in size
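Enzyme and substrate buffer are dispensed first and compound is pin-transferred. ADP at 130 uM final then starts the reaction, which runs 45 min at room temperature. Detection reagent is added for 10 min before luminescence is imaged.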
AMA1-RON2 inh: inhibitors of Plasmodium falciparum AMA1-RON2 interaction; AlphaScreen AMA1-biotinylated RON2 peptide binding; 0.2% of 360,000 active; Potency, µM (top dose mostly 58.2 µM), for inactives: at the top dose activity change, negative = inhibition, usual class: inhibitors;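 further: potency means the concentration at half of the fitted maximal effect; 0% = vehicle wells and -100% = peptide control; nearly all actives have a fitted effect of over 45% in size; some results filed as inactive show a strong effect at the top dose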
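AMA1 (3D7) with his tag at 25 nM final met compounds first, then biotinylated RON2 peptide at 25 nM; detection used donor plus acceptor beads, 10 µg/mL apiece, read by AlphaScreen after 30 min at room temperature.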
LmPK inhibitor: LmPK (Leishmania mexicana) enzyme inhibition; Q27686; purified LmPK, Kinase-Glo ATP luminescence, 1 h; Potency, µM (titrated, usually from 57.5 µM), for the others: top-dose activity change, negative = inhibition, usual class: inhibitors; 0.37% of 290,000 active; AID 1721; further: potency means the concentration at half of the fitted maximal effect; on the % scale 0 is the no-effect control and ±100 the full control effect
Target sequence (Q27686 whole entry, looked up): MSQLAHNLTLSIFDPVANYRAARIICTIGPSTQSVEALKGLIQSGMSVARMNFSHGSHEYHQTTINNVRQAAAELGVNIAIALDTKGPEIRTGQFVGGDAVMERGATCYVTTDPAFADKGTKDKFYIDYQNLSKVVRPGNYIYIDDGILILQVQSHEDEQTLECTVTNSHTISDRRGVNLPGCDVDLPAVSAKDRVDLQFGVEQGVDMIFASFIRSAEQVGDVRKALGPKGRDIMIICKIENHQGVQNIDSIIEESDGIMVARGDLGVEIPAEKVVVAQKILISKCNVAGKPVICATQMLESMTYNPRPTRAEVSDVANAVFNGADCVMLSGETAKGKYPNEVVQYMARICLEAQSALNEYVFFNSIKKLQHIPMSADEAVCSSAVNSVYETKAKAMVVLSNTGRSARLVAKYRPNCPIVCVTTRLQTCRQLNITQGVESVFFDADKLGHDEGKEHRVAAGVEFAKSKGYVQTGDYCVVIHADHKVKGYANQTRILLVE
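ATP generated from ADP (0.1 mM) and PEP (0.5 mM) by 0.1 nM LmPK over 1 h at room temperature (pH 7.2 imidazole buffer) was detected by coupled luciferase luminescence. Values were normalized to uninhibited and no-enzyme wells.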
Pf growth 96h: P. falciparum growth inhibition at 96 hour, primary screen for plastid delayed-death inhibitors; P. falciparum luciferase reporter growth, 96 h; Potency, µM (top dose mostly 28.7 µM), for inactives: top-dose activity change, negative = inhibition, actives largely listed as inhibitors; 6.9% of 320,000 active; AID 504834; further: potency means the concentration at half of the fitted maximal effect; on the % scale 0 is the no-effect control and ±100 the full control effect
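Infected RBCs, 2% Hct / 0.05% parasitemia final; luciferase-reporter P. falciparum; cpd 96 h, 37 C, 5% CO2; luciferase detection reagent; luminescence.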
Shiga toxin inh: inhibitors of Shiga toxin in Vero cells; inhibition, % at 38.7 µM; 9.2% of 290,000 active; Vero cells, Shiga toxin protein synthesis inhibition reporter; AID 2315; in the data active means inhibition mostly above about 28%, no sharp cut-off; inactive means mostly below about 43%; further: 0% is about no effect
An asterisk follows results filed as active; i = inactive; u = inconclusive; x = not tested or not shown; [ ] = dose if it differs, or a comment. Unless noted, the call rests on the fitted dose curve; in most records, active means well fitted curve in the direction sought with a large enough effect; inconclusive means small, poorly fitted or top-dose-only effect, or another doubt; inactive means no such curve, though single readings can be large; an effect the other way counts as inactive or inconclusive.

SMILES | Pf growth 48h | CHX counter | TbPYK inhibitor | AMA1-RON2 inh | LmPK inhibitor | Pf growth 96h | Shiga toxin inh
CCOc1ccccc1NC(=O)C(OC(=O)c1ccc(NC(=O)CC#N)cc1)c1ccccc1 (centres undefined) | 5.2µM* | x | 4% | -3% | x | 2.3µM* | x
OCCN(CCO)c1ncnc2c1sc1nc(N3CCOCC3)c3c(c12)CCCC3 | u | -2 | 2% | -14% | 3% | -3%[5.75 µM] | -17
Cc1nc2scc(C)n2c(=O)c1S(=O)(=O)N1CCN(c2ccc([N+](=O)[O-])cc2)CC1 | 9% | -5 | 3% | -9% | 10% | u | 6
CC(OC(=O)c1ccc(O)cc1)C(=O)Nc1nc(-c2ccccc2)cs1 (centres undefined) | 6.6µM* | x | -6% | -4% | x | u | x
O=S(=O)(CCN(CCS(=O)(=O)C(F)(F)F)CC1CCCO1)C(F)(F)F (centres undefined) | x | -1 | -14% | 0% | 8% | u | -3
Fc1cc2ncn(Cc3ccccc3)c2cc1F | -15% | -4 | -8% | 4% | 0% | -3%[5.75 µM] | -4
COC(=O)[C@H](Cc1c[nH]c2ccccc12)NC(=O)NCc1ccccc1 | 7% | 3 | 3% | 11% | -3% | 9% | -5
CN1CCc2nc3ccccc3c(C(=O)OCC(=O)N(CCC#N)c3ccccc3)c2C1 | u | 1 | -1% | 4% | -7% | 13µM* | -9
O=C(COC(=O)c1cc(=O)c2ccccc2o1)Nc1cc(Cl)ccc1Cl | 0% | x | 2% | -6% | x | -2% | x
O=C(COC(=O)Cc1cccs1)Nc1ccc(OC(F)(F)F)cc1 | -11% | x | 4% | 1% | x | 5% | x
CC1CCN(C(=O)CSc2nnc(CNC(=O)c3ccc(F)cc3)o2)CC1 | 7% | 2 | -10% | 8% | -10% | 3% | 11
CCSc1ccc(C(=O)NCC(=O)O)cc1 | 29% | -1 | -1% | -2% | -2% | 45%[activator] | 5
O=C(Nc1ccc(F)cc1)C1CC(=O)n2cnnc2N1 (centres undefined) | -31% | 10 | 3% | -1% | -1% | -5% | 14
COCCN=C1N[C@@H](c2cccc(C(F)(F)F)c2)C(C(=O)OC)=C(C)N1Cc1ccccc1 | u | 0 | -6% | 12% | -2% | 4.7µM* | -4
CCCC(c1nnnn1C(C)(C)CC)N(Cc1ccco1)Cc1cc2ccc(OC)cc2[nH]c1=O (centres undefined) | 0% | -2 | -6% | -14% | 6% | -19% | -10
COCCNC(=O)CSc1n[nH]c(=O)n1CCc1ccccc1 | -12% | 1 | -7% | 7% | -3% | 6% | -2
Cc1cc(C(=O)NCc2cccs2)cs1 | 25% | 16 | 9% | -9% | 3% | x | 41
COc1ccc(C(=O)Nc2nnc(C(F)(F)F)s2)cc1 | 143%[activator] | 27* | -14% | 0% | 1% | x | 98*
Cc1ccc(NC(=O)c2nnn(-c3cc(C)cc(C)c3)c2N)cc1 | 33%[activator] | 38* | -2% | -4% | 2% | 35%[activator] | 130*
CN(C(=O)Nc1ccccc1)C1CCS(=O)(=O)C1 (centres undefined) | -6% | -2 | -8% | 12% | 0% | 2.3µM* | 8
CN(C)/C=C(/C#N)C(=O)c1cccc(Oc2ccc(C(C)(C)C)cc2)c1 | x | -3 | -1% | 45%[activator] | 5% | -27% | -20
O/N=C/c1ccnc(SCc2ccccc2)n1 | 356%[activator] | 31* | 1% | -3% | 2% | 286%[activator] | 64*
COc1ccc(/C=c2\s/c(=C\C(=O)C(C)(C)C)[nH]c2=O)cc1O | u | 15* | -4% | 44%[activator] | -1% | 4.1µM* | 7
O=[N+]([O-])c1cc(Cl)cc(/C=N/NC(=S)Nc2cc(S(=O)(=O)N3CCOCC3)ccc2Cl)c1O | u | 7 | -4% | u | -16% | u | 3
COc1ccc(NC(=O)c2cccc(S(=O)(=O)N3CCc4ccccc43)c2)cn1 | u | 1 | 1% | -14% | 2% | 12µM* | 22

A different layout for 6 compounds above.
SMILES	Pf growth 48h	CHX counter	TbPYK inhibitor	AMA1-RON2 inh	LmPK inhibitor	Pf growth 96h	Shiga toxin inh
O=C(COC(=O)c1cc(=O)c2ccccc2o1)Nc1cc(Cl)ccc1Cl	0%	x	2%	-6%	x	-2%	x
O=C(COC(=O)Cc1cccs1)Nc1ccc(OC(F)(F)F)cc1	-11%	x	4%	1%	x	5%	x
CC1CCN(C(=O)CSc2nnc(CNC(=O)c3ccc(F)cc3)o2)CC1	7%	2	-10%	8%	-10%	3%	11
CCSc1ccc(C(=O)NCC(=O)O)cc1	29%	-1	-1%	-2%	-2%	45%[activator]	5
O=C(Nc1ccc(F)cc1)C1CC(=O)n2cnnc2N1 (centres undefined)	-31%	10	3%	-1%	-1%	-5%	14
COCCN=C1N[C@@H](c2cccc(C(F)(F)F)c2)C(C(=O)OC)=C(C)N1Cc1ccccc1	u	0	-6%	12%	-2%	4.7µM*	-4

The listing continues:
SMILES | Pf growth 48h | CHX counter | TbPYK inhibitor | AMA1-RON2 inh | LmPK inhibitor | Pf growth 96h | Shiga toxin inh
COC(=O)c1ccc(N2CCN(C(=O)C3CC3)CC2)c([N+](=O)[O-])c1 | 6% | 1 | -5% | -8% | 3% | u | -2
CCCC(=O)N1CCC(O)(c2cccc(F)c2)CC1 | 0% | 3 | -5% | 18% | 9% | 6% | 13
O=C(Nc1cccn2ncnc12)c1ccc(Cl)cc1 | 42%[activator] | 12 | 2% | 7% | -4% | 3% | 45
O=C(O)CCCNCc1ccccc1F | 10% | -3 | -8% | -14% | -8% | x | -12
COc1ccc(C)cc1NC(=O)CCc1ccc(S(=O)(=O)N2CCOCC2)cc1 | u | x | -2% | -6% | x | u | x
COc1ccc(/C=C2\NC(=O)C(C=NCc3ccccc3)=C2O)cc1 | u | 10 | -12% | 0% | -4% | -3% | 28
COc1ccc2nc(N(Cc3ccccc3)C(=O)CCNC(C)=O)sc2c1 | 60%[activator] | 22 | 0% | -4% | -14% | -2% | 44*
Cn1c(=O)c(=O)n(C)c2cc(S(=O)(=O)CCC(=O)NCc3ccccc3)ccc21 | 9% | -3 | -2% | 0% | -13% | u | -5
CCOC(=O)c1cc(NC(=O)N(C(C)C)C(C)C)c(C)nc1C | 30%[activator] | -4 | -3% | -12% | 1% | u | -16
COc1ccc(NCc2nnc(SCC(=O)Nc3ccccc3)n2C)cc1 | -11% | 7 | -2% | 0% | -8% | u | 3
CCOC(=O)c1ccc(NC(=O)CN2CCc3ccccc3C2)cc1 | u | 5 | 0% | 45%[activator] | 9% | x | -8
CCc1nnc(NC(=O)C(CC)c2ccccc2)s1 (centres undefined) | -6% | -2 | -4% | 4% | 0% | -2% | -3
NS(=O)(=O)c1cccc(NC(=O)c2ccc3nc[nH]c3c2)c1 | 7% | -2 | -5% | u | 0% | u | -4
O=C(Nc1ccc(F)cc1)c1cc(S(=O)(=O)N2CCCCC2)ccc1F | -1% | 1 | -2% | -6% | 6% | -11% | -3
CCc1ccc(OCC(O)CN2CCN(CCO)CC2)cc1 (centres undefined) | 22% | -1 | 2% | 6% | -1% | 31%[activator] | -8
COC(=O)c1[nH]c2cc(OC)ccc2c1NC(=O)CN1CCOCC1 | -11% | 14 | x | x | 0% | u | 7
COc1cccc(S(=O)(=O)NCC(=O)N2CCCC2)c1 | 7% | 0 | 2% | -1% | -2% | -13% | x
CCCSc1nsc(NC(=O)CCC)n1 | i | 37* | 2% | -5% | -10% | 3.7µM* | 104*
COc1nc(N=C(N)N)nc2ccc(C)cc12 | 2.6µM* | 0 | x | x | 1% | u | -14
CCC1=C2CC[C@H]3C(=O)N(CC)C(=O)[C@H]3[C@H]2[C@@]2(Cc3ccccc3)C(=O)N(Cc3ccccc3)C(=O)N2C1=O | u | 1 | 1% | 0% | -8% | u | -8
Cc1ccc(S(=O)(=O)N2CCC(C(=O)OCc3ccc([N+](=O)[O-])cc3)CC2)cc1 | 27% | 7 | -5% | -5% | 0% | -12% | -14
Cc1noc(C)c1S(=O)(=O)N1CCC(C(=O)N(C)Cc2ccccc2)CC1 | -6% | -1 | 0% | -12% | 3% | u | -26
COc1ccc(/C=C/C(=O)OCCNC(=O)c2ccncc2)cc1OC | 0% | 0 | -9% | 14% | 0% | 0% | 12
C=CCc1ccccc1OCC(O)Cn1ccnc1C (centres undefined) | -6% | -2 | 3% | 15% | -4% | 1.5µM* | 22
Brc1ccccc1OCCCOc1cccc2cccnc12 | 57%[activator] | 33* | 2% | -1% | 3% | u | x
More records
SMILES | Pf growth 48h | CHX counter | TbPYK inhibitor | AMA1-RON2 inh | LmPK inhibitor | Pf growth 96h | Shiga toxin inh
CS(=O)(=O)c1ccc2nc(NC(=O)c3cccc(Cl)c3)sc2c1 | 2% | 5 | -18% | 0% | -10% | -3% | 30
COc1ccc(C(C)=O)cc1CSc1nnc2c(Cl)cc(Cl)cn12 | -8% | 8 | 0% | 27% | -2% | u | 2
CC1CCN(c2nc3ccc(C(=O)N4CCN(Cc5ccccc5)CC4)cc3s2)CC1 | x | 52* | -4% | -24% | 14% | -17% | 85*
COCCNC(=S)Nc1ccc(S(=O)(=O)Nc2cnc3ccccc3n2)cc1 | 0% | 2 | -7% | -3% | 2% | 9% | -7
O=C(NCc1ccccn1)c1ccco1 | 8% | 4 | 5% | 96%[activator] | -3% | -90%[5.75 µM] | 8
CC1(C)Cc2ccccc2-c2nnc(SCC(=O)N3CCN(c4ccccc4)CC3)n21 | -23% | 1 | -10% | 6% | 0% | x | -7
CSc1oc(-c2ccco2)nc1S(=O)(=O)c1ccc(Br)cc1 | u | -1 | -11% | -11% | 5% | u | -6
Cc1ccc(-c2onc3ccc(C(=O)/C=C/N(C)C)cc23)cc1 | u | 9 | -10% | -15% | 4% | 12% | 43
COc1ccc2[nH]c(C(=O)Nc3ccc4c(c3)OCO4)cc2c1 | 87%[activator] | 53* | -29% | 26% | 3% | 38%[activator] | 100*
CC(C)C(NC(=O)c1ccco1)C(=O)OCc1cc([N+](=O)[O-])cc2c1OCOC2 (centres undefined) | -12% | 2 | -17% | -5% | 3% | 15% | 5
CCC1CCCCN1CCCNC(=O)CS(=O)(=O)Cc1nc(-c2cccc(OC)c2)oc1C (centres undefined) | u | 3 | -3% | -10% | 3% | -17% | -10
CN=C(Nc1ccc(Cl)cc1)c1ccc(C(F)(F)F)cc1 | 45%[activator] | 15* | -1% | 9% | -3% | 82%[activator] | 27
N#CCc1c(C#N)c(N)nc(N2CCCC(CO)C2)c1C#N (centres undefined) | -6% | -1 | 0% | 1% | 3% | 27% | 17
O=C(Nc1ccccc1)C1CC(=O)N(c2ccc3c4c(cccc24)CC3)C1 (centres undefined) | u | -2 | -18% | -6% | 6% | -10% | -4
Oc1c(Br)cc2oc3c(c2c1CNCc1ccccc1)CCCC3 | x | -6 | 8% | 41%[activator] | 2% | 0.29µM* | -11
COC(=O)CN(n1cnnc1)S(=O)(=O)c1ccccc1Cl | u | -4 | 2% | 2% | 2% | x | 4
Cc1cccc(N(CC(=O)NCc2ccco2)C(=O)CCC(=O)Nc2nccs2)c1 | 38%[activator] | 1 | 1% | -1% | -2% | -15% | -13
